Arr AP2 block – blocks beta-arrestin peptide binding to AP2 adaptin; inhibition, % at 10 µM; FITC-arrestin peptide / GST-AP2 beads, flow cytometry; AP2 beta2 appendage carries R879A mutation; 340,000 compounds, 0.31% hits;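 active = inhibition above a set limit, near 3 SD of compounds lacking own fluorescence, cut at about 54% in these data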;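 note: plate controls were DMSO wells for no effect and 5 µM unlabelled arrestin peptide for full effect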
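test system = AP2 appendage R879A on GSH beads | buffer or medium = PBS plus Tween 20 (0.05%) and BSA (0.1%) | incubation = 12 min plus 1 h, RT | detection = bead flow cytometry, FITC channel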
DAGLB inh – blocks human DAGLB lipase activity | 340,000 compounds, 0.059% hits | HEK293T DAGLB membrane lysate, EnzChek fluorogenic substrate | inhibition, % at 5.17 µM | Q8NCG7; in the data active = inhibition above about 34%;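 note: 0% = enzyme with vehicle and 100% = wells lacking enzyme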
Target sequence (Q8NCG7 whole entry, looked up): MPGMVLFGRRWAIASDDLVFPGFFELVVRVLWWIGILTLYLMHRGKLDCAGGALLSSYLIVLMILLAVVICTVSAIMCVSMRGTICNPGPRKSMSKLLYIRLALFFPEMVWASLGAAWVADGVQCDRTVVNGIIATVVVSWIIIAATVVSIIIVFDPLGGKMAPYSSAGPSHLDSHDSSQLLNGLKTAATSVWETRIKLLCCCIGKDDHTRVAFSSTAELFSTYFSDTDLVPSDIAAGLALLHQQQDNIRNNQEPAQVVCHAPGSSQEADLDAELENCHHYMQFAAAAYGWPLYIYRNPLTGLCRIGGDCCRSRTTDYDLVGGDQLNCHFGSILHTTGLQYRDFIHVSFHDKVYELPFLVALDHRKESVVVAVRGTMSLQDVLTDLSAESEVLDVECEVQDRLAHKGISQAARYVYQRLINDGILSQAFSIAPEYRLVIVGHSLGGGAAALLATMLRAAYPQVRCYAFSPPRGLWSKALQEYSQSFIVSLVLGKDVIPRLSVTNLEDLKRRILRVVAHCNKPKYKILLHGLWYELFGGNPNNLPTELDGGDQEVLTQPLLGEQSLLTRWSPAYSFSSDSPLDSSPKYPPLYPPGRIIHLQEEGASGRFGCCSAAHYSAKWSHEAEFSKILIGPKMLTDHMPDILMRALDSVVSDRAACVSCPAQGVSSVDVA
Cardiac RTF inh – cardiac RTF calcium desensitization; inhibition, % at 7.15 µM; IANBD-labeled cardiac RTF, Ca2+ fluorescence; P19429+P45379; 340,000 compounds, 0.12% hits;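 active = inhibition above the mean inhibition of all tested compounds plus 3 SD, cut at about 17% in these data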;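 note: assay run at fixed EC70 calcium of 1.6 mM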
SR-BI uptake up – activators of SR-BI mediated HDL lipid uptake | 320,000 compounds, 0.096% hits | CHO ldlA[mSR-BI] cells, DiI-HDL uptake fluorescence, 3 h; 100 = double the neutral-control signal | activation, % at 12.5 µM;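 active = mean replicate activation of at least 60% and every replicate at or above 60%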;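 note: 0% = median plate neutral-control signal and 100% = twice that signal; values of inactives mirror those of a sister screen read the other way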
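Material – SR-BI-overexpressing, LDLR-lacking CHO cells · Medium – BSA-supplemented, HEPES-buffered Ham's F12, pH 7.4 · Doses – single concentration · Times – compound with DiI-HDL co-incubation, 3 h at 37 °C · Measured by – bottom-read fluorescence, 550/595 nm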
C-LANA FP – inhibitors of KSHV LANA C-terminal domain DNA binding; MBP-C-LANA/FAM-LBS DNA binding, fluorescence polarization; inhibition, % at 9 µM; 340,000 compounds, 0.078% hits; AID 504423;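 active = highest replicate inhibition at or above 60% at 9 µM, even if other replicates fall short; inactive = all replicates below 60% inhibition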;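 note: 0% = neutral control wells and 100% = 4 µM acridine orange control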
NSD2 inh – NSD2 (human) methyltransferase inhibition. 310,000 compounds, 0.54% hits. inhibition, % at 12.5 µM. NSD2 peptide methylation, AlphaScreen, 120 min. O96028. AID 743445; in the data active = inhibition above about 50%
Keap1-Nrf2 PPI – Keap1-Nrf2 (human) interaction inhibition; Keap1 Kelch-Nrf2 peptide fluorescence polarization, 1536-well; inhibition, % at 9.4 µM; 340,000 compounds, 0.15% hits; AID 504523; in the data active = inhibition above about 12%;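 note: human Keap1 Kelch domain with fluorescein labeled Nrf2 9mer peptide probe; 0% = neutral control wells and 100% = peptide positive control; higher means more block of Keap1 binding to Nrf2 peptide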
PvdQ acylase – blocks Pseudomonas aeruginosa PvdQ acylase activity; purified PvdQ acylase, fluorescence plate reader; inhibition, % at 10 µM; 340,000 compounds, 0.063% hits; AID 488965; in the data active = inhibition above about 30%, passing the limit was not always enough;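 note: 0% = vehicle neutral wells and 100% = reference inhibitor wells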
SR-BI HDL uptake – mouse SR-BI HDL lipid transfer inhibition; inhibition, % at 12.5 µM; Q61009; AID 488896; ldlA[mSR-BI] CHO cells, DiI-HDL uptake fluorescence, 3 h; 320,000 compounds, 0.96% hits;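 active = mean replicate inhibition of at least 70% and a set share of replicates each scoring 70 or more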;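 note: 0% = median of neutral control wells and 100% = median of positive control wells; values of inactives mirror those of a sister screen read the other way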
PKA-R2B activ – activates the human PKA-R2B holoenzyme complex; P22694+P31323; PKA-R2B holoenzyme dissociation, Cy5-IP20 fluorescence polarization; R2B truncated from residue 108, S112A mutant; 0% DMSO only, 100% 113 µM cGMP; activation, % at 11.4 µM; 340,000 compounds, 0.079% hits;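 active = activation above a cutoff set at the mean over all compounds plus 3 SD, cut at about 18% in these data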;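 note: higher means more holoenzyme dissociation and a rise in polarization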
An asterisk follows results filed as active; x = not tested or not shown.

nr	smiles	Arr AP2 block	DAGLB inh	Cardiac RTF inh	SR-BI uptake up	C-LANA FP	NSD2 inh	Keap1-Nrf2 PPI	PvdQ acylase	SR-BI HDL uptake	PKA-R2B activ
1	CCOc1ccc(CNC(=O)C2CCN(c3nnc(C)c4c(C)n(-c5ccc(C)cc5)nc34)CC2)cc1	4	4	-6	-34	-3.2	-1	-8	-7	34	0
2	CC(=O)Nc1cccc(S(N)(=O)=O)c1C	-1	-6	-9	x	0.0	-4	-5	9	x	5
3	Cc1ccc(NS(=O)(=O)c2cccc(C(=O)NCC(c3cccs3)N(C)C)c2)cc1 (centres undefined)	8	1	2	3	-0.8	x	1	-9	-3	-9
4	CC(C)(C)c1ccc(C(=O)NNC(=O)Cc2ccccc2)cc1	3	-1	2	6	-0.4	-1	2	17	-6	0
5	Cc1ccc2c(c1)c1c(c(=O)n(-c3ccccc3)c(=O)n1CC(=O)NCC1CCCO1)n2C (centres undefined)	-3	1	-1	7	-0.5	0	-4	-12	-7	9
6	Cc1cccc(NC(=O)C(=O)NNC(=O)c2ccc(C(C)(C)C)cc2)c1	-5	15	-2	11	-1.4	1	-4	-5	-11	-11
7	CC1=C(C(=O)NC2CCCc3c2cnn3-c2cc(F)cc(F)c2)OCCO1 (centres undefined)	-15	0	-2	x	-1.4	0	-1	-9	-25	9
8	CNc1ccccc(C(=O)/C=C/c2ccccc2OC)c1=O	10	7	2	36	2.6	14	-5	-11	-36	-6
9	Cc1cc2c(cc1C)N(Cc1ccc(Cl)cc1)C1=NCCCN12	30	1	1	9	-1.3	3	4	-1	-9	8
10	Cc1nn(C)c(Oc2ccc(Cl)cc2)c1C=O	27	-4	-3	-21	0.4	2	-1	4	21	-3
11	CN1C(=O)NC(c2ccc(O)cc2)C2=C1CN(c1ccc(O)cc1)C2=O (centres undefined)	6	0	-14	25	-1.0	0	-2	-10	-25	2
12	N#CC1=C(N)Oc2n[nH]c(-c3ccccc3)c2C1c1cccnc1 (centres undefined)	-8	2	2	31	18	1	2	-1	-31	7
13	Cc1cccc(/N=C/c2c(O)[nH]c3ccccc23)n1	6	6	-5	-27	-0.4	-2	0	4	27	-5
14	COc1ccc(CNC(=O)c2ccc(Br)o2)cc1	2	-1	-13	10	3.3	x	-5	-8	-10	-7
15	Cc1nc([N+](=O)[O-])c(C(=O)OCc2ccccc2F)n1C	-24	1	-14	19	-0.2	54*	-5	-14	-19	-7
16	CCCCN(C)CCNC(=O)CCn1nc(-c2ccc(Cl)cc2)ccc1=O	37	-1	7	6	1.0	5	2	-7	-6	1
17	Cc1ccc(N(CC(=O)NC2CCCCC2)C(=O)CNC(=O)c2ccco2)c(C)c1	-2	0	1	3	-1.1	-1	-1	-11	-3	-6
18	CC(=O)c1cccc(NC(=O)CCC(=O)Oc2ccc(C)cc2)c1	-8	-1	-8	-15	1.9	3	-2	-13	15	2
19	COc1ccc(C(=O)N2CCC3(CC2)NCCc2[nH]cnc23)cc1	20	-2	-5	x	-0.6	-8	-1	5	-6	-8
20	CN1CCN(CCCNC(=O)c2cc3c(-c4ccc(Cl)cc4)nn(C)c3s2)CC1	8	-1	-1	-40	-6.7	x	-3	0	40	-4
21	O=S(=O)(/N=C(/c1ccccc1)N1CCCCCC1)c1ccccc1	-3	1	-3	9	1.3	-3	1	3	-9	-2
22	CSCCC(NC(=O)c1ccccc1)C(=O)N1CCN(C(C)=O)CC1 (centres undefined)	18	-4	-8	8	0.3	-1	-6	2	-8	2
23	CC(=O)C1=C(O)C(=O)OC1c1ccc(Cl)cc1 (centres undefined)	-1	-4	-5	10	1.9	0	-7	-9	-10	2
24	COc1cc(C(=O)c2c(C)c(CCC#N)n3ccccc23)cc(OC)c1OC	-8	-1	-2	-12	-0.5	-3	-4	-4	12	1
25	O=C(NC1CCN(S(=O)(=O)c2ccc(F)cc2)CC1)C1CCCCC1	-4	-2	0	x	-1.5	0	-1	-10	x	7
26	COc1ccc(CN2CCNC(=O)C2CC(=O)N(C)CC2CCOCC2)cc1OC (centres undefined)	-13	-2	-6	-8	1.7	4	0	-21	8	1
27	O=C1Nc2ccccc2C1=Nc1ccc(F)cc1	29	0	2	21	0.0	-3	-1	-7	-21	3
28	COc1ccc(CC(=O)NCCCCc2ccccc2)cc1OC	-1	-1	-5	1	0.5	-1	-4	11	-1	2
29	COc1ccccc1NS(=O)(=O)c1ccc(C)c(NS(=O)(=O)c2cc(C(=O)O)cc(C)c2C)c1	2	3	1	2	-1.1	-3	-1	-17	-2	-7
30	O=c1c([N+](=O)[O-])c(NCCN2CCCCCC2)c2ccccc2n1-c1ccccc1	-3	3	-13	19	0.3	11	3	-1	-19	-13
31	COc1ccc(S(=O)(=O)N2CCOC2CNC(=O)C(=O)NCC(C)C)cc1 (centres undefined)	1	-1	0	19	0.5	-2	-3	-10	-19	-1
32	COc1ccc(OC(=O)c2cccnc2)cc1	12	-1	-4	2	-0.7	-2	-1	9	-2	13
33	CC1CCCCN1C(=O)COc1ccc2ccc(=O)oc2c1 (centres undefined)	11	1	3	14	0.9	-1	-1	13	-14	-7
34	CC1(C)CCC(=NNC(N)=S)CC1	2	-2	-3	-61	-0.8	-1	-2	12	61	-17
35	CC(C)Cn1c(-c2ccccc2)nc(=S)c2c1CCCC2	4	0	-7	2	-2.1	48	-2	-23	-2	-8
36	COC(=O)c1ccc(C(=S)N2CCCCC2)cc1	25	-4	-5	x	-1.8	1	-1	4	x	-8
37	CCNC(=O)c1ccc(CSc2nc3ccccc3s2)cc1	-17	-1	-8	15	-0.4	-4	-2	-14	-15	-6
38	CCN(CC)c1ccc(CNc2ccc(Br)cn2)cc1	0	-2	-12	2	0.1	0	-2	-7	-2	4
39	COc1cc(C(=O)Cc2nc3ccccc3n2C)cc(OC)c1OC	-3	3	-16	-21	-0.7	4	-5	-3	21	-4
40	COc1ccc(F)cc1S(=O)(=O)N1CCN(Cc2ccc3c(c2)OCO3)CC1	-6	-4	-1	x	-0.9	3	0	-3	x	-4

Compound profiles, as listed above. Screens in order: Arr AP2 block | DAGLB inh | Cardiac RTF inh | SR-BI uptake up | C-LANA FP | NSD2 inh | Keap1-Nrf2 PPI | PvdQ acylase | SR-BI HDL uptake | PKA-R2B activ
`O=S(=O)(/N=C(/c1ccccc1)N1CCCCCC1)c1ccccc1` as listed: -3 | 1 | -3 | 9 | 1.3 | -3 | 1 | 3 | -9 | -2
`COC(=O)c1ccc(C(=S)N2CCCCC2)cc1` as listed: 25 | -4 | -5 | x | -1.8 | 1 | -1 | 4 | x | -8
`COc1ccc(OC(=O)c2cccnc2)cc1` as listed: 12 | -1 | -4 | 2 | -0.7 | -2 | -1 | 9 | -2 | 13

Additional entries follow:
nr	smiles	Arr AP2 block	DAGLB inh	Cardiac RTF inh	SR-BI uptake up	C-LANA FP	NSD2 inh	Keap1-Nrf2 PPI	PvdQ acylase	SR-BI HDL uptake	PKA-R2B activ
41	CCc1noc(C)c1C(=O)OCC(=O)Nc1c(F)cccc1F	-2	0	-8	19	-0.2	-2	4	-14	-19	6
42	COc1ccc(C2C(C(=O)N3CCN(c4ccccn4)CC3)CC(=O)N2c2ccc(OC)cc2)cc1 (centres undefined)	12	1	-9	-5	1.5	x	-5	-9	5	9
43	CCCCCCCn1c(=N)n(CC(=O)c2ccco2)c2ccccc21	0	4	6	3	2.2	5	-4	-3	-3	-10
44	COc1cccc(CNC(=O)Cn2cc([N+](=O)[O-])cn2)c1	46	-4	4	25	0.7	-2	0	18	-25	-2
45	Cc1ccc(Cl)cc1N1CCN(S(=O)(=O)c2c(C)noc2C)CC1	-3	-8	-4	-69	1.2	-5	-3	-11	70	-6
46	O=C1N/C(=N/O)S/C1=C/c1cccc([N+](=O)[O-])c1	5	0	-7	15	0.8	6	2	-7	-15	8
47	O=C(Nc1ccccc1OC(F)F)c1ccccc1	8	-2	-2	16	-1.7	-3	-2	4	-16	-3
48	CC(C)(C)C(=O)COC(=O)c1cc(-c2ccncc2)nc2ccccc12	-2	-3	7	-47	0.0	-6	-1	9	47	-1
49	Cc1ccc(-c2cccc(CN3CCN(C4CCN(C(C)C)CC4)C(CCO)C3)c2)o1 (centres undefined)	20	0	-12	22	0.0	8	-7	7	-22	0
50	C=CCNc1nc(N)c(C(=O)c2ccc3c(c2)OCO3)s1	4	-4	-7	-9	1.1	9	-5	-26	9	-4
51	CCC1CCCCN1CCCNC(=O)c1cc2c(Cl)nc3ccccc3c2s1 (centres undefined)	-6	2	-27	-29	-5.1	8	-3	-8	29	-3
52	O=C(NCCNC(=O)c1ccco1)c1ccc(Cl)c(Cl)c1	1	1	-16	x	-1.7	-2	-3	-12	x	-6
53	CSc1ccc(C(c2c(C)[nH][nH]c2=O)c2c(C)[nH][nH]c2=O)cc1	-2	-1	-2	6	-0.9	4	-4	-14	-6	-2
54	c1ccc(-n2ncc3c(NCCN4CCOCC4)ncnc32)cc1	17	0	-2	-1	-1.9	-2	2	9	1	6
55	Nc1nc(Nc2ccccc2F)nc(NCc2ccco2)c1[N+](=O)[O-]	-11	1	5	-36	1.2	2	-1	-1	36	-3
56	Cc1cc(C)c(C(=O)C2OC(=O)C(C)(C)C(=O)C2(C)C)c(C)c1 (centres undefined)	15	-5	0	25	-1.1	10	0	-7	-25	6
57	COc1ccccc1NCC(=O)N/N=C/c1sccc1C	0	0	-3	-20	2.0	-2	-5	-9	20	-14

Screening data from PubChem.
